Bcl-XL Bim block: human Bim-Bcl-XL interaction inhibition | 190,000 compounds, 0.04% hits | Bim peptide-Bcl-XL binding, bead flow cytometry, fluorescence | Q07817 | inhibition, % at 10 µM | AID 1007
Target sequence (Q07817 whole entry, looked up): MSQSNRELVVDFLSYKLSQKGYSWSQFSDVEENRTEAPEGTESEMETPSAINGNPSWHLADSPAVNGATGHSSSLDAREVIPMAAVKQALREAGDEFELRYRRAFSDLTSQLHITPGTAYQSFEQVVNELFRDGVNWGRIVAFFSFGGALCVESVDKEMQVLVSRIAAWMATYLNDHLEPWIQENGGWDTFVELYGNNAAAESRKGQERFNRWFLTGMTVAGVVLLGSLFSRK
ABCB1 block: human ABCB1 inhibition, ABCG2 as counter-screen; P08183; CCRF-Adr cells, JC-1 efflux, flow cytometry; inhibition, % at 6.6 µM; 190,000 compounds, 0.067% hits; AID 1326; in the data active = inhibition above about 40%;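 note: 0% = vehicle and 100% = reference inhibitor; higher value means more JC-1 retained so stronger ABCB1 efflux block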
ABCG2 block: blocks JC-1 efflux by human ABCG2 transporter | Q9UNQ0 | IgMXP3 cells, flow cytometry | inhibition, % at 6.6 µM | 190,000 compounds, 0.1% hits;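 active = inhibition above 80%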;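 note: 0% = DMSO and 100% = nicardipine control wells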
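Test system: IgMXP3 (ABCG2) plus far-red-tagged CCRF-Adr (ABCB1) cells / Amount: 3 million cells/mL in well / Reagent: JC-1 transporter substrate / Timing: 10 min compound exposure, 25 °C / Signal: flow cytometry, 530 nm JC-1 signal / Read-out: percent efflux inhibition, scaled nicardipine 100% to DMSO 0% / Benchmarks: nicardipine as high control, DMSO as low control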
RGS7-Gao reg: regulators of human RGS7-Galphao interaction. P09471. 220,000 compounds, 0.35% hits. Multiplexed bead flow cytometry, RGS7-Galphao binding; actives lie on both sides. binding response (% of control), % at 10 µM; in the data active = binding response below about 49% or above about 150%; inconclusive = no clear call, values can overlap the other calls; inactive = in between;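 note: fluorescent Galphao held in activated GDP-AlF4 state binding bead-coupled RGS7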
Target sequence (P09471 whole entry, looked up): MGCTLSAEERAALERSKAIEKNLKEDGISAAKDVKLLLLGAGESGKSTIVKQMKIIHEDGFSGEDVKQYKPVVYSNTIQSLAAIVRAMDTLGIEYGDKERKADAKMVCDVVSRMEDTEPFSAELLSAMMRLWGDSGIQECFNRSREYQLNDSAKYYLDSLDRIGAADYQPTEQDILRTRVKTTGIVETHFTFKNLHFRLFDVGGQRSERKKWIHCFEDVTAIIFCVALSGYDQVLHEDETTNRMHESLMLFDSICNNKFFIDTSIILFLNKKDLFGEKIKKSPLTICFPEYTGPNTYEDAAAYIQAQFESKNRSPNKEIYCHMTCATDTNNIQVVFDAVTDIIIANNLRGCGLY
Bfl-1 Bim block: inhibitors of Bim-Bfl-1 interaction, human; Q16548; Bead-based flow cytometry, Bim-Bfl-1 binding inhibition; inhibition, % at 10 µM; 190,000 compounds, 0.12% hits; AID 1008;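 note: 0% = wells without compound plus tracer and 100% = blocker peptide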
Bcl-2 Bim block: inhibitors of Bim-Bcl-2 interaction, human | Bead-based flow cytometry, Bim peptide-Bcl-2 binding | inhibition, % at 10 µM | 190,000 compounds, 0.06% hits; in the data active = inhibition above about 40%; inconclusive = no clear call, values can overlap the other calls;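 note: 0% = no compound wells with probe peptide and 100% = reference peptide inhibitor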
Target sequence (P10415 whole entry, looked up): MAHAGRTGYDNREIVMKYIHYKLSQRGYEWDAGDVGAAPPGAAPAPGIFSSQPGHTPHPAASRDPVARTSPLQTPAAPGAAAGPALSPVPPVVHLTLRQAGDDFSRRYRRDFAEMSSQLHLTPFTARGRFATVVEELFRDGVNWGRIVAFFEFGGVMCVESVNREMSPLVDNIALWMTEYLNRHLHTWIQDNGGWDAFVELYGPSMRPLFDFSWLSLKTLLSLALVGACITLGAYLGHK
RGS4-Gao reg: modulates binding of RGS4 to human Galphao | P09471 | Multiplexed bead flow cytometry; actives lie on both sides | binding response (% of control), % at 10 µM | 220,000 compounds, 0.33% hits | AID 1415; in the data active = binding response below about 49% or above about 150%; inactive = in between;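 note: fluorescent Galphao activated with aluminum fluoride binding bead-coupled RGS4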
GSH bead fluor: compound fluoresces at 488/530 nm on GSH beads; fluorescence (KMESF) at 10 µM; 190,000 compounds, 0.25% hits; GSH beads flow cytometry, compound fluorescence 488/530 nm; active compounds read high; in the data active = fluorescence above about 89;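 note: glutathione beads carrying GST-tagged Bcl family fusion proteins plus one bare bead set; values are compound well signal with DMSO vehicle wells as background; inactives centre near 16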
Bcl-W Bim block: disrupts Bim peptide binding to human Bcl-W | Q92843 | bead-based flow cytometry | inhibition, % at 10 µM | 190,000 compounds, 0.02% hits;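 note: 0% = bound tracer without compound and 100% = peptide blocker; higher means less fluorescent Bim peptide bound to Bcl-W beads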
Target sequence (Q92843 whole entry, looked up): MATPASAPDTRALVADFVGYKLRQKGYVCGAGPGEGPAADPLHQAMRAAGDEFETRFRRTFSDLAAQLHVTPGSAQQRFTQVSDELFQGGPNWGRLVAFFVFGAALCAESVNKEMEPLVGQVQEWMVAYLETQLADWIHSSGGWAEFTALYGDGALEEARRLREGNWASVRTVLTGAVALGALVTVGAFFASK
Avidin bead fluor: avidin bead compound fluorescence profile | Avidin beads, compound fluorescence 488/530 nm, flow cytometry; active compounds read high | fluorescence (KMESF) at 10 µM | 220,000 compounds, 0.38% hits | AID 1775; in the data active = fluorescence above about 47; note: inactives centre near 10
Bcl-B Bim block: inhibitors of Bim-Bcl-B interaction, human. Q9HD36. bead-based flow cytometry, Bim peptide-Bcl-B binding. inhibition, % at 10 µM. 190,000 compounds, 0.073% hits;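 note: 0% = tracer peptide without compound and 100% = reference inhibitor peptide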
* hit, by the source's call; ? = inconclusive; . = not tested or not shown. Cut-off read from the data, not from the text of the source, unless noted: active = inhibition above about 40%.

SMILES	Bcl-XL Bim block	ABCB1 block	ABCG2 block	RGS7-Gao reg	Bfl-1 Bim block	Bcl-2 Bim block	RGS4-Gao reg	GSH bead fluor	Bcl-W Bim block	Avidin bead fluor	Bcl-B Bim block
O=C1CN(C(=O)COC(=O)COc2ccc3c(c2)CCC3)c2ccccc2N1	-3.0	0.2	0.5	103.3	-1.0	1.0	105.0	13	-4.0	14	-5.0
CCN1C(=O)c2n[nH]c(C(=O)OC)c2C1=O	-1.0	0.2	1.9	110.3	4.0	0.0	106.8	62	2.0	11	1.0
CCOCCCNC(=O)c1cc(Sc2ccc(F)cc2)nc2ccccc12	0.0	1.4	5.3	97.2	-8.0	1.0	100.5	12	0.0	12	0.0
O=C(O)c1ccc(/C=C/c2ccc3cccc(O)c3n2)cc1	2.0	0.1	2.4	98.4	8.0	6.0	100.2	12	0.0	13	3.0
CCC(CC)NC(=O)CSc1nnc(-c2ccc(OC)cc2)n1C(C)C	8.0	0.9	1.5	100.0	-14.0	-8.0	102.5	34	-2.0	14	-7.0
COc1cc(NC(=O)C2CCCN(S(=O)(=O)c3cnc[nH]3)C2)cc(OC)c1 (stereo unspecified)	-5.0	-2.4	-1.4	94.2	-10.0	-5.0	98.0	21	0.0	5	-6.0
CCOC(=O)N1CCc2c(sc3c2c(=O)n(Cc2ccccc2)c(=O)n3Cc2cccc(C)c2)C1	-8.0	8.0	9.0	98.1	0.0	1.0	102.4	16	-2.0	3	-6.0
Cc1cc(C)c(C(=O)c2ccc(C(=O)NC(C)(C)C)cc2)c(C)c1	-6.0	0.9	8.8	96.8	-2.0	0.0	100.1	24	-1.0	31	-1.0
CCS(=O)(=O)c1ccc2c(c1)N(S(C)(=O)=O)CC(C(=O)NC1CC1)O2 (stereo unspecified)	0.0	-0.3	-0.6	102.7	1.0	2.0	102.6	9	0.0	18	0.0
Cc1c(OCC(=O)OC(C)C)ccc2c3c(c(=O)oc12)CCC3	-1.0	0.9	6.4	89.4	-6.0	-1.0	87.1	22	1.0	22	0.0
O=C(CSc1nc(-c2ccccc2)nc2c1Cc1ccccc1O2)Nc1ccccc1	-3.0	-0.1	0.0	96.6	-11.0	-6.0	100.5	19	1.0	9	-6.0
Cc1[nH]c2ccccc2c1C1(O)C(=O)N(C(C)C)c2ccccc21 (stereo unspecified)	0.0	-0.1	0.3	92.1	-9.0	-9.0	91.3	30	0.0	6	-5.0
CCOC1=NN(c2ccc(Cl)cc2)C(=O)/C1=C\N(C)C	0.0	-2.0	45.5	97.8	-5.0	-2.0	96.5	14	0.0	9	-1.0
CCCOc1ccc(N2C(=O)CC(N(CCc3ccccc3)C(=O)c3ccccc3)C2=O)cc1 (stereo unspecified)	1.0	1.5	10.3	103.4	-5.0	-6.0	104.5	25	0.0	12	-6.0
CN(C)CCOc1ccc2ccccc2c1	0.0	1.4	1.9	100.3	1.0	4.0	100.2	20	0.0	13	-1.0
C=CCNC(=O)CN(c1cccc(Br)c1)S(C)(=O)=O	0.0	0.4	0.8	101.2	0.0	0.0	102.9	14	-5.0	6	-2.0
CC(C)(C)c1ccc(COc2ccsc2C(=O)O)cc1	1.0	0.2	0.0	108.3	5.0	0.0	105.4	10	3.0	8	4.0
CC1C(C)C(O)(c2ccccc2)CCN1C (stereo unspecified)	-3.0	2.3	5.5	102.8	-1.0	-2.0	101.2	66	-2.0	8	-1.0
CCOC(=O)c1ccc(NC(=O)CSc2nnc(-c3cccs3)n2CC)cc1	-11.0	0.9	13.1	95.9	-19.0	-13.0	100.7	31	-2.0	13	-12.0
COc1ccccc1C1(CC(=O)O)CCOC(C)(C)C1 (stereo unspecified)	-8.0	0.3	1.8	108.3	-19.0	-11.0	109.2	24	-3.0	32	-9.0
COC(=O)N[C@H](CC(C)=O)c1cccc(C(F)(F)F)c1	-4.0	0.1	3.8	102.3	-1.0	1.0	98.9	17	-4.0	10	-5.0
CCOC(=O)c1[nH]c(C)c(C(=O)OCc2c(C)noc2C)c1C	1.0	0.3	1.1	102.7	-2.0	0.0	101.4	5	0.0	11	-3.0
CC(=O)NC(C)c1nc2ccccc2n1CC(=O)NC(C)CCc1ccccc1 (stereo unspecified)	-1.0	1.8	9.1	?	-4.0	0.0	103.0	12	-2.0	12	-1.0
CC(=O)NNc1cc(=O)c2c(=O)n(C)c(=O)n(C)c2[nH]1	-3.0	1.3	18.9	98.4	8.0	6.0	99.7	33	-5.0	12	2.0
Cc1ccccc1-n1c(SCC(=O)NCc2cccs2)nnc1-c1ccncc1	-4.0	1.1	3.3	101.9	-11.0	-10.0	100.1	56	0.0	8	-5.0

Brought forward from above: 2 compounds, then new ones.
SMILES	Bcl-XL Bim block	ABCB1 block	ABCG2 block	RGS7-Gao reg	Bfl-1 Bim block	Bcl-2 Bim block	RGS4-Gao reg	GSH bead fluor	Bcl-W Bim block	Avidin bead fluor	Bcl-B Bim block
CC(=O)NNc1cc(=O)c2c(=O)n(C)c(=O)n(C)c2[nH]1	-3.0	1.3	18.9	98.4	8.0	6.0	99.7	33	-5.0	12	2.0
Cc1ccccc1-n1c(SCC(=O)NCc2cccs2)nnc1-c1ccncc1	-4.0	1.1	3.3	101.9	-11.0	-10.0	100.1	56	0.0	8	-5.0
O=C(Nc1ccc2nc(-c3ccco3)c(-c3ccco3)nc2c1)N1CCCCCC1	19.0	-0.8	-1.8	80.8	54.0*	31.0	79.0	8	35.0	7	10.0
c1nc(N2CCCCCC2)c2[nH]cnc2n1	-1.0	0.3	3.3	101.0	-8.0	-7.0	104.0	27	1.0	7	-8.0
COc1ccc(-c2cc(=O)[nH][nH]2)cc1OC	1.0	-0.4	-2.0	94.6	-5.0	-6.0	98.2	11	3.0	7	-5.0
CCn1ccnc1CN1CCCC(C(=O)c2ccc3c4c(cccc24)CC3)C1 (stereo unspecified)	-2.0	-0.1	0.1	107.6	5.0	1.0	104.6	8	-1.0	8	-2.0
NN1C(=O)NC(c2ccccc2)(c2ccccc2)C1=O	-3.0	0.4	1.6	89.8	-4.0	0.0	98.6	20	-3.0	5	-5.0
Cc1sc(NC(=S)NC(=O)CCc2ccccc2)c(C(N)=O)c1C	-2.0	-1.0	-8.9	95.8	-10.0	-8.0	92.1	10	0.0	10	-11.0
N=P(N1CCOCC1)(N1CCOCC1)C12CC3CC(CC(C3)C1)C2	-1.0	0.0	0.1	98.2	-9.0	-11.0	100.1	14	2.0	9	-8.0
O=c1cc(CSc2nnnn2-c2ccccc2)nc2nc[nH]n12	1.0	0.0	-0.4	93.1	-11.0	-2.0	99.6	28	-1.0	5	-5.0
O=C(Nc1nc(-c2ccccc2)cs1)NC1CCCCC1	-1.0	0.4	24.3	98.8	-13.0	-6.0	100.6	22	2.0	29	-4.0
O=C1CCC(=O)N1CNc1ccc(Oc2ccccc2)cc1	-3.0	0.7	3.4	92.4	-1.0	-2.0	90.6	28	-3.0	11	-5.0
CCCN1C(=O)c2ccccc2NC1c1ccc(OC)c(CSc2ccccn2)c1 (stereo unspecified)	-12.0	0.7	1.6	98.7	-18.0	-7.0	99.3	19	-9.0	13	-14.0
COc1ccc(-c2nc3ccccc3n2CCC(C)C)cc1OC	1.0	0.9	2.8	98.5	-9.0	-4.0	98.8	56	2.0	6	-7.0
Cc1cc(CNC(=O)COc2c(F)c(F)cc(F)c2F)c2ccccc2n1	-2.0	0.5	10.9	97.3	-1.0	1.0	99.2	13	1.0	11	-2.0
CCn1nc(C)c(CN2CCCC(CO)(Cc3cccc(Cl)c3)C2)c1C (stereo unspecified)	-3.0	0.3	0.5	99.0	0.0	-4.0	99.3	10	0.0	9	-2.0
O=C(NCCC1=CCCCC1)c1cc2c(s1)CS(=O)(=O)C2	-2.0	-0.4	0.2	94.3	-9.0	-5.0	93.2	24	2.0	6	-9.0
CCN1CCN(Cc2c(OC)ccc3ccccc23)CC1	2.0	-0.1	-0.5	108.0	-3.0	0.0	101.0	28	-1.0	5	-3.0
O=S(=O)(/N=C(\c1ccccc1)N1CCOCC1)c1ccc(Cl)cc1	-10.0	-0.4	-5.3	96.3	-3.0	1.0	100.7	12	-6.0	7	-1.0
Cc1nn(CC2CC2)c(=O)n1-c1ccc(Oc2ccccc2)cc1	0.0	0.8	8.6	?	-4.0	0.0	100.9	21	1.0	9	-1.0
COc1ccc(S(=O)(=O)NNC(=O)c2ccccc2-n2cccc2)cc1	0.0	0.3	0.3	101.9	-6.0	0.0	98.9	13	1.0	9	-2.0
O=C(COC(=O)c1cncc(Br)c1)NC1CCCCC1	-1.0	-0.1	1.4	66.5	-5.0	-2.0	61.5	14	-2.0	9	-4.0
CCCCOc1ccc(/C=N/NC(=S)Nc2cccc(C)c2C)cc1	-4.0	.	.	96.4	-16.0	-5.0	100.5	16	-2.0	4	-9.0
CCC(C)C(NC(=O)c1ccccc1NC(=O)c1ccco1)C(=O)NC1CCCCC1 (stereo unspecified)	-4.0	1.3	3.2	99.5	-3.0	0.0	100.5	23	0.0	33	-2.0
O=C1C[C@@H](c2ccc(O[C@@H]3O[C@H](CO)[C@@H](O)[C@H](O)[C@H]3O)cc2)Oc2cc(O)ccc21	-2.0	-0.1	-2.3	97.6	0.0	-1.0	95.8	18	0.0	5	-1.0
CCOC(=O)N1CCN(Cc2nc(-c3cccc(Cl)c3)no2)CC1	0.0	0.1	0.9	93.2	-4.0	-3.0	98.0	15	3.0	6	-1.0
CC(=O)O[C@@H]1[C@@H](OC(C)=O)[C@H](n2ccc3cc([N+](=O)[O-])ccc32)OC[C@@H]1OC(C)=O	-3.0	0.1	2.2	105.1	0.0	-2.0	105.5	23	-2.0	8	-2.0
O=C(CC1CCCCC1)Nc1nc2ccccc2s1	0.0	0.0	5.8	?	-3.0	0.0	100.3	25	1.0	13	0.0
COc1ccc(N2CCN(C(=O)CCCC3=NS(=O)(=O)c4ccccc4N3)CC2)cc1	0.0	0.8	2.9	106.0	0.0	-2.0	104.6	17	-1.0	10	0.0

Profiles from above:
Results for CCn1nc(C)c(CN2CCCC(CO)(Cc3cccc(Cl)c3)C2)c1C (stereo unspecified) : Bcl-XL Bim block: -3.0; ABCB1 block: 0.3; ABCG2 block: 0.5; RGS7-Gao reg: 99.0; Bfl-1 Bim block: 0.0; Bcl-2 Bim block: -4.0; RGS4-Gao reg: 99.3; GSH bead fluor: 10; Bcl-W Bim block: 0.0; Avidin bead fluor: 9; Bcl-B Bim block: -2.0
Results for O=C(CC1CCCCC1)Nc1nc2ccccc2s1 : Bcl-XL Bim block: 0.0; ABCB1 block: 0.0; ABCG2 block: 5.8; RGS7-Gao reg: ?; Bfl-1 Bim block: -3.0; Bcl-2 Bim block: 0.0; RGS4-Gao reg: 100.3; GSH bead fluor: 25; Bcl-W Bim block: 1.0; Avidin bead fluor: 13; Bcl-B Bim block: 0.0

Bioassay records as filed in PubChem BioAssay.
